Source: PubChem (Sanford-Burnham Center for Chemical Genomics)
mIAP inh – inhibitors of mouse IAP, primary screen, biochemical, luminescence, uHTS. AID 2806, 2010. intestinal alkaline phosphatase [Mus musculus]. inhibition, % at 10 µM. purified mouse IAP, CDP-Star luminescence, 30 min. hit rate 0.2% among 330,000;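 active means inhibition of at least 40% at 10 µM in the primary screen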;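 further: plate controls were DMSO with enzyme for no effect and no enzyme wells for full effect; values of inactives mirror those of a sister screen read the other way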
A3G deaminase – APOBEC3G DNA deaminase inhibitors, primary screen, biochemical, fluorescence, single-stranded DNA substrate, uHTS. recombinant A3G, ssDNA deamination FAM/TAMRA fluorescence. AID 493012, 2011. inhibition, % at 20 µM. hit rate 0.28% among 330,000. DNA dC->dU-editing enzyme APOBEC-3G (Homo sapiens), Q9HC16;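 active means inhibition of at least 40% at 20 µM, with no more than 30% in the related APOBEC3A deaminase screen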;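 further: plate controls were DMSO wells with A3G for no effect and wells lacking A3G enzyme for full effect; some compounds called inactive have numbers as strong as hits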
Target sequence (Q9HC16 whole entry, looked up): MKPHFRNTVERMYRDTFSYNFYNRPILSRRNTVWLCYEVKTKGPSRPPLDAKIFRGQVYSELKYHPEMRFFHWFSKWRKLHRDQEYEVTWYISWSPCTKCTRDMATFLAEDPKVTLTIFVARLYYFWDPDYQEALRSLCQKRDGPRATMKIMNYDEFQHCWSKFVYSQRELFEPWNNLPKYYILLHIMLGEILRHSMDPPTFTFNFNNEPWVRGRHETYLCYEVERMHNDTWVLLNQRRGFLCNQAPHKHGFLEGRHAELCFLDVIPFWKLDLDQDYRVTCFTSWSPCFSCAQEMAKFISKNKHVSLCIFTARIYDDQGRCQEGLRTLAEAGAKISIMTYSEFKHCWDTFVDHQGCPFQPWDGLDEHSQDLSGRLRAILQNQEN
ATG4B inhibitor – ATG4B protease inhibitors, primary screen, biochemical, fluorescence, uHTS; inhibition, % at 8.33 µM; ATG4B cleavage of LC3-PLA2, NBD-HPC fluorescence, 1 h; Cysteine protease ATG4B (Homo sapiens), Q9Y4P1; AID 504462, 2011; hit rate 0.51% among 340,000; in the data active means inhibition above about 40%
MPTP inh – mitochondrial permeability transition pore inhibitors, primary screen, biochemical, isolated mouse mitochondria, absorbance; Ca2+ swelling absorbance, 30 min; inhibition, % at 10 µM; hit rate 1.4% among 360,000;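 active means inhibition of 50% or more, scaled per plate between neutral and stimulator controls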;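 further: 0% = DMSO wells given calcium and 100% = 1 mM EGTA wells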
MIN6 prolif – inducers of MIN6 beta-cell proliferation, primary screen, ATP luminescence, uHTS; MIN6 cells proliferation, ATPlite luminescence, 48 h; cells starved in 0.2% serum; 100% = growth in 10% serum; proliferation, % at 10 µM; hit rate 0.29% among 330,000; AID 2380, 2010;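 active means compounds whose signal lies at least 3.5 SD above the mean of all wells on their plate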;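 further: 0% = DMSO-treated cells in low-serum medium and 100% = 10% serum control; some compounds called inactive have numbers as strong as hits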
A3A deaminase – APOBEC3A ssDNA deaminase inhibitors, primary screen, selectivity assay for APOBEC3G inhibitor project, biochemical, FAM/TAMRA oligo cleavage fluorescence | DNA dC->dU-editing enzyme APOBEC-3A (Homo sapiens), P31941 | recombinant A3A, FAM/TAMRA ssDNA deamination fluorescence | inhibition, % at 20 µM | hit rate 0.41% among 330,000 | AID 493011, 2011;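 active means at least 40% inhibition at 20 µM here, with at most 30% in a related deaminase screen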;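 further: plate controls were A3A with DMSO for no effect and wells lacking A3A enzyme for full effect; some results filed as inactive read as strong as hits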
Target sequence (P31941 whole entry, looked up): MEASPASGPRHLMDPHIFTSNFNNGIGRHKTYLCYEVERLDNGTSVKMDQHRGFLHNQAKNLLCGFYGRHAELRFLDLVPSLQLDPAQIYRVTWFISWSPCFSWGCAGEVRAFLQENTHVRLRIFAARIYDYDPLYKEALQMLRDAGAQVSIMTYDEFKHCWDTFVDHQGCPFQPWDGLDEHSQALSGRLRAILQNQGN
hIAP act – human IAP activators, primary screen, biochemical, luminescence, uHTS; Intestinal-type alkaline phosphatase (Homo sapiens), P09923; hit rate 0.16% among 330,000; activation factor at 10 µM; purified human IAP, CDP-Star luminescence, 30 min; active compounds read high; 1 = vehicle-only enzyme, 0 = enzyme-free background;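 active means activation factor of the enzyme at least 2-fold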; further: the source names both 10 and 20 µM as test concentration; values of inactives mirror those of a sister screen read the other way
Target sequence (P09923 whole entry, looked up): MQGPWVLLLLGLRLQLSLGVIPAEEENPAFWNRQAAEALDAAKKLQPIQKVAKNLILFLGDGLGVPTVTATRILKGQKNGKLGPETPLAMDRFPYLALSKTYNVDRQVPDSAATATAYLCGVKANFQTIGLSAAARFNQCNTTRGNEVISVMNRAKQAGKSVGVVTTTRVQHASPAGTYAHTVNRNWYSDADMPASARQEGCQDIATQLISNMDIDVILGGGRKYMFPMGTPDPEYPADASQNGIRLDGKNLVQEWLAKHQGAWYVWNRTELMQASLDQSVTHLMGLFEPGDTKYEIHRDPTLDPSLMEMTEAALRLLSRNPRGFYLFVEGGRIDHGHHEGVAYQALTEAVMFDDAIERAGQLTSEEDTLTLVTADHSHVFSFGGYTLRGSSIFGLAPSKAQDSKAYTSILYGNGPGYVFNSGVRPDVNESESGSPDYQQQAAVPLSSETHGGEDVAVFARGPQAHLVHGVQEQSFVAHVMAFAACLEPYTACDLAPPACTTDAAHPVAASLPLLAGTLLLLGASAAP
hIAP inh – human IAP inhibitors, primary screen, biochemical, luminescence, uHTS; purified IAP, CDP-Star luminescence, 30 min; AID 2544, 2010; inhibition, % at 10 µM; hit rate 0.12% among 330,000;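 active means inhibition reaching a set limit with compound at 10 µM in the primary screen, cut at about 35% in these data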;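 further: plate controls were DMSO wells with enzyme for no effect and no-enzyme buffer wells for full effect; values of inactives mirror those of a sister screen read the other way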
mIAP act – activators of mouse IAP, primary screen, biochemical, luminescence, uHTS; intestinal alkaline phosphatase [Mus musculus]; muIAP, CDP-Star luminescence, 30 min; active compounds read high; 1 = vehicle-only enzyme signal, 0 = enzyme-free wells; activation factor at 10 µM; hit rate 0.24% among 330,000;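 active means activation factor of at least 2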; further: the source names both 10 and 20 µM as test concentration; values of inactives mirror those of a sister screen read the other way
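System: mouse IAP enzyme. Reagent: CDP-Star chemiluminescent phosphatase substrate. Benchmarks: DMSO wells, no-enzyme wells. Times: 30 min enzyme-substrate-compound incubation at room temperature. Detection: luminescence from enzymatic CDP-Star hydrolysis. Doses: test compounds delivered from DMSO solution.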
The depositor's hits bear a star.

SMILES	mIAP inh	A3G deaminase	ATG4B inhibitor	MPTP inh	MIN6 prolif	A3A deaminase	hIAP act	hIAP inh	mIAP act
Cc1ccc(C)c(NC(=O)CN(C)C(=O)c2ccc3c(=O)n4c(nc3c2)CCC4)c1	1	-3	-3	-0.7	6	-3	0.98	2	0.99
Cc1nn(C)c(C)c1NC(=O)CSc1nc(C2CC2)nc2c1cnn2-c1ccccc1	-1	3	-13	2.5	-3	3	0.99	1	1
O=C(Nc1ccc2c(c1)OCCO2)c1ccc2nccnc2c1	5	-6	-3	0.0	-3	-1	0.9	10	0.95
CC(OC(=O)Cn1[nH]c(=O)c2ccccc2c1=O)C(=O)Nc1cccc(Cl)c1 (configuration not stated)	-6	-12	-2	-0.9	-2	-4	1	-2	1.1
CCOC(=O)c1c(/N=C/C2C(=O)CCCC2=O)sc2c1CCCC2	14	-9	28	-1.4	-1	-4	0.91	9	0.86
Cc1ccc(C)n1-c1ccc(NC(=O)c2ccccc2)cc1	9	0	16	2.1	-2	2	1	-4	0.91
Cn1c(=O)[nH]c(=O)c2c1nc(CN1CCN(c3cccc(Cl)c3)CC1)n2CCCc1ccccc1	-4	-8	11	-1.5	-2	-6	0.98	2	1
COc1ccc(N2CCN(C(=O)c3sc4ncn(CC(=O)N5CCCCC5)c(=O)c4c3C)CC2)cc1	-2	-4	-9	-0.2	3	-6	0.78	22	1
COc1cccc(N2CCN(C(=O)CC(C)(C)CC3=NS(=O)(=O)c4ccccc4N3)CC2)c1	-1	2	-9	-0.6	-3	-5	0.66	34	1
CC(=O)N(C(C)=O)c1ncnc2c1c(-c1ccc(Cl)cc1)nn2C(C)(C)C	-8	-4	16	1.7	-2	4	0.97	3	1.1
COc1ccc(-c2nc(-c3cccc(C)c3)[nH]c(=O)c2C#N)cc1	-5	-5	-9	10	-5	-5	1.1	-5	1
Cn1c(Cc2ccccc2)nnc1SCC(=O)N1CCOCC1	2	-7	7	1.0	1	-5	0.98	2	0.98
O=[N+]([O-])c1cccc(Cl)c1NCCNS(=O)(=O)c1ccc(Cl)cc1	2	0	-2	5.7	0	2	1	-3	0.98
O=C(O)Cc1sc(Nc2ccc(F)cc2)nc1-c1cccs1	11	8	4	-0.9	-4	-3	0.84	16	0.89
CCn1cc(/C=C(\NC(=O)c2ccccc2F)C(=O)N2CCCC2)c2ccccc21	5	-6	-13	-1.3	-3	-9	1.1	-7	0.95
CC(C)(C)c1cc(C(=O)N/N=C/c2ccc(-c3ccccc3[N+](=O)[O-])o2)n[nH]1	34	-3	34	-1.5	-6	-4	1.6	-63	0.66
O=C1C2(c3ccccc3)CN(CCCO)CC1(c1ccccc1)CN(CCCO)C2	2	-7	-1	-0.7	-2	-4	1.2	-18	0.98
CCN(CC)C(=O)CSc1nc2cc(OC)c(OC)cc2c(=O)n1Cc1ccc(Cl)cc1	-2	2	-10	8.2	-2	0	1.1	-13	1
CCOc1ccccc1NC(=O)c1ccc(S(=O)(=O)N(C)c2ccccc2)cc1	4	-2	-1	-2.4	-5	2	0.94	6	0.96
CCCCN1C(=O)/C(=c2\sc3nc(=O)c(-c4ccccc4)nn3c2=O)c2ccccc21	12	-2	-45	-14	-1	-2	0.81	19	0.88
COc1ccc(-c2c(S(=O)(=O)c3ccccc3)cnn2-c2ccccc2)cc1	-8	-3	0	1.7	-3	0	1.1	-6	1.1
CCN(CCn1cccn1)C(=O)c1cc(COc2ccc(F)c(F)c2)on1	-2	-5	8	-1.4	-1	-5	1.3	-31	1
Cc1ccc(SCC2CNc3nc4ccccc4c(=O)n32)c(C)c1 (configuration not stated)	6	-5	-6	-2.4	0	-2	0.87	13	0.94
CCN(CC(=O)NCc1cccs1)S(=O)(=O)c1cccc(C(C)=O)c1	1	-2	-6	2.3	-4	1	1.1	-9	0.99
Cc1ccccc1C(=O)Nc1ccnn1C1CCN(C(=O)C2CCOC2)CC1 (configuration not stated)	4	-9	1	-3.3	2	-2	0.95	5	0.96
COc1cc(C2C(C(C)=O)=C(O)C(=O)N2CCN(C)C)ccc1O (configuration not stated)	-5	-1	-21	-2.2	-1	3	1.1	-11	1
O=C(NNC(=O)c1ccc([N+](=O)[O-])cc1)c1ccc(NS(=O)(=O)c2cccs2)cc1	-2	-5	-3	-0.5	-3	-3	0.95	5	1
Cc1cccc(OCC(=O)Nc2ccc(S(=O)(=O)Nc3ccccn3)cc2)c1	1	-3	-9	0.6	-4	-2	1	-4	0.99
CC(C)(C)c1ccc(OC(=O)c2ccc3nsnc3c2)cc1	10	-4	-1	1.3	-2	0	0.94	6	0.9
O=C1N=c2ccccc2=C1c1sc(Nc2cccc(O)c2)nc1O	20	-4	2	1.9	-4	1	1.1	-6	0.8
CCOC(=O)CSc1cc(CS(=O)c2ccc(Cl)cc2)nc(-c2ccccc2)n1 (configuration not stated)	4	-5	-7	-0.2	-3	-6	1.1	-11	0.96
Cc1ccc(/C=N/Nc2ccc(C(=O)O)cc2)s1	5	-4	10	0.2	-3	-4	1	-4	0.95
CCN(CC)CCNC(=O)c1ccc(NC(=O)c2ccc(F)cc2)cc1	2	-1	-3	-0.4	-2	4	1	-2	0.98
Cn1c(SCC(=O)O)nc2sc3c(c2c1=O)CCC3	-7	-6	-4	0.9	-3	-5	1.1	-6	1.1
CCn1c(SCc2c(F)cccc2Cl)nnc1-c1ccco1	-9	-5	5	-0.3	-2	-5	1	-1	1.1
Cc1ccccc1OCCn1c(=O)oc2ccccc21	-2	-4	-10	-0.3	-3	-5	1	-3	1
CCc1ccc(-n2nc3cc(C)c(N)cc3n2)cc1	12	-3	5	-0.1	-4	-4	0.74	26	0.88
O=c1nc2c(-c3cccc(Br)c3)n[nH]n2c2ccccc12	-3	-4	1	0.3	5	3	0.96	4	1
CCC(=O)Nc1ccc(S(=O)(=O)Nc2c(C)nc3nc[nH]n3c2=O)cc1	2	-9	2	-0.1	-3	-3	1	-4	0.98
COc1ccc(Cl)cc1NC(=O)CN(C)C(=O)c1ccc(COc2ccccc2)cc1	10	-10	2	-0.9	-6	-5	0.86	14	0.9
O=C(NCCc1nnc2ccc(NCc3ccccc3Cl)nn12)c1ccccc1	-1	-7	-4	0.3	-3	-1	1.2	-17	1
Cc1ccnc(SCC(=O)c2cccc([N+](=O)[O-])c2)n1	-10	-8	-12	0.3	-2	-2	0.99	1	1.1
C=CCN1C(=O)C(Cc2ccc(F)cc2)S/C1=N/N=C/c1cccs1 (configuration not stated)	10	2	9	-0.6	0	-3	0.87	13	0.9
COC(=O)c1cn(NC(=O)Cn2nc([N+](=O)[O-])c(Cl)c2C)c(=O)c2ccccc12	5	-14	-2	-3.0	0	0	0.94	6	0.95
COc1ccc2cc(C(=O)N3CCN(c4cccc(C)c4C)CC3)[nH]c2c1	-5	-10	-8	1.8	-3	-2	0.89	11	1
COc1ccnc(Oc2ccccc2)c1C(=O)N/C=N/OCc1ccccc1F	1	-5	3	0.6	7	-3	1	-1	0.99
CN(Cc1ccccc1)Cc1nc2c(c(=O)n(C)c(=O)n2C)n1CCCc1ccccc1	-1	0	-12	0.3	0	-1	0.84	16	1
Cn1c(SCc2nc3ccccc3[nH]2)nnc1-c1ccccn1	11	2	-3	6.6	-3	1	1.2	-24	0.89
CC(O)CSc1nc2c(c(=O)[nH]c(=O)n2C)n1Cc1ccccc1 (configuration not stated)	0	-8	7	0.1	-3	-5	1.1	-5	1
COC(=O)c1cccc(C23CC4(C2)[C@H](CN(Cc2ccc(C(F)(F)F)cc2)[C@@H]4c2ccccc2)C3c2ccccc2)c1 (some centres not stated)	6	16	-9	0.7	-8	0	0.86	14	0.94
CN1Cc2sc(N)c(C#N)c2CC1(C)C	21	-1	-13	1.4	0	-1	1.2	-22	0.79
CS(=O)(=O)c1ccc(Cl)c(C(=O)OCC(=O)NC2CCCCCCC2)c1	8	-5	-17	-0.3	-2	-2	0.95	5	0.92
Cc1ccc(C(=O)C2=C(O)C(=O)N(Cc3cccnc3)C2c2cccc([N+](=O)[O-])c2)o1 (configuration not stated)	-2	-5	-2	0.0	-2	-4	1	0	1
CCCCNC(=O)CS(=O)Cc1nc(-c2cccs2)oc1C (configuration not stated)	10	2	7	-0.6	-3	-2	0.98	2	0.9
CCC(C)N1C(=O)CN(C2CCCCCC2)C(=O)C1c1ccccc1F (configuration not stated)	1	-13	4	-0.1	2	-1	1.1	-8	0.99
Cc1nnc(SCC(=O)NC2CCCCC2)[nH]c1=O	11	-6	-14	0.5	0	-2	0.9	10	0.89
Cc1ccc(OCC(=O)N2CCN(C(=O)c3ccc([N+](=O)[O-])cc3)CC2)cc1	-3	-4	-1	0.1	-2	-2	1	-4	1
O=C(COc1ccc(Br)cc1CNC1CCCCC1)NCCc1ccccc1	-10	-7	-6	19	-6	1	1.1	-5	1.1
O=C(CN(CC1CCCO1)C(=O)CCC(=O)Nc1nccs1)NCc1ccc2c(c1)OCO2 (configuration not stated)	-2	0	-3	2.0	0	1	1.1	-14	1
COc1cc(N)c(Cl)cc1C(=O)OCC(=O)c1ccc2c(c1)NC(=O)CO2	-7	2	1	0.6	-3	6	0.94	6	1.1
The results go on.
SMILES	mIAP inh	A3G deaminase	ATG4B inhibitor	MPTP inh	MIN6 prolif	A3A deaminase	hIAP act	hIAP inh	mIAP act
CC(C)c1ccc(NC2CCCN(C(=O)CCN3Cc4ccccc4C3=O)C2)cc1 (configuration not stated)	-2	-6	44*	0.3	-2	-6	1.2	-21	1
C=CCc1ccccc1Oc1cc(OC)nc(N)n1	7	-7	-8	-2.8	1	-3	0.95	5	0.93
Cc1ccc(Nc2c(-c3ccccc3O)nc3ncccn23)cc1	9	-2	-2	8.5	-2	1	1.2	-17	0.91
COc1ccc(/C=N/N2C(=N)SCC2=O)cc1	6	-2	5	-0.3	-1	0	0.91	9	0.94
Cn1ccnc1C(=O)c1cc(SCC(=O)NCc2ccccc2)nc2ccccc12	2	-10	-9	-0.4	-3	-6	0.86	14	0.97
COC(=O)c1c(NC(=O)CSc2nccn2C)sc(C)c1C	-2	-12	7	0.4	-2	-3	1.3	-30	1
Cc1cc(=O)n(C)c2ccc(S(=O)(=O)N3CCOCC3)cc12	-7	-1	1	-0.3	-2	-4	1.2	-25	1.1
CCOc1ccc(NC(=O)Nc2ccc(Br)cn2)cc1	-5	-4	0	8.7	1	5	0.93	7	1.1

Some of the entries so far, field by field.
Cc1nn(C)c(C)c1NC(=O)CSc1nc(C2CC2)nc2c1cnn2-c1ccccc1
- mIAP inh: -1
- A3G deaminase: 3
- ATG4B inhibitor: -13
- MPTP inh: 2.5
- MIN6 prolif: -3
- A3A deaminase: 3
- hIAP act: 0.99
- hIAP inh: 1
- mIAP act: 1

O=C(Nc1ccc2c(c1)OCCO2)c1ccc2nccnc2c1
- mIAP inh: 5
- A3G deaminase: -6
- ATG4B inhibitor: -3
- MPTP inh: 0.0
- MIN6 prolif: -3
- A3A deaminase: -1
- hIAP act: 0.9
- hIAP inh: 10
- mIAP act: 0.95
